PLC-beta3 inh = inhibitors of human phospholipase C beta3; Q01970; Purified PLC-beta3, fluorogenic substrate, fluorescence; inhibition, % at 12.2 µM; 0.18% of 370,000 active; AID 720704; in the data active = inhibition above about 11%;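 note: 0% = median of compound wells on plate and 100% = full blocker control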
PLCg1 inh = PLC-gamma1 (human) inhibition, primary screen; P19174; purified PLC-gamma1, fluorogenic substrate, fluorescence; inhibition, % at 12.2 µM; 0.84% of 370,000 active; AID 720700; in the data active = inhibition above about 9.5%
Target sequence (P19174 whole entry, looked up): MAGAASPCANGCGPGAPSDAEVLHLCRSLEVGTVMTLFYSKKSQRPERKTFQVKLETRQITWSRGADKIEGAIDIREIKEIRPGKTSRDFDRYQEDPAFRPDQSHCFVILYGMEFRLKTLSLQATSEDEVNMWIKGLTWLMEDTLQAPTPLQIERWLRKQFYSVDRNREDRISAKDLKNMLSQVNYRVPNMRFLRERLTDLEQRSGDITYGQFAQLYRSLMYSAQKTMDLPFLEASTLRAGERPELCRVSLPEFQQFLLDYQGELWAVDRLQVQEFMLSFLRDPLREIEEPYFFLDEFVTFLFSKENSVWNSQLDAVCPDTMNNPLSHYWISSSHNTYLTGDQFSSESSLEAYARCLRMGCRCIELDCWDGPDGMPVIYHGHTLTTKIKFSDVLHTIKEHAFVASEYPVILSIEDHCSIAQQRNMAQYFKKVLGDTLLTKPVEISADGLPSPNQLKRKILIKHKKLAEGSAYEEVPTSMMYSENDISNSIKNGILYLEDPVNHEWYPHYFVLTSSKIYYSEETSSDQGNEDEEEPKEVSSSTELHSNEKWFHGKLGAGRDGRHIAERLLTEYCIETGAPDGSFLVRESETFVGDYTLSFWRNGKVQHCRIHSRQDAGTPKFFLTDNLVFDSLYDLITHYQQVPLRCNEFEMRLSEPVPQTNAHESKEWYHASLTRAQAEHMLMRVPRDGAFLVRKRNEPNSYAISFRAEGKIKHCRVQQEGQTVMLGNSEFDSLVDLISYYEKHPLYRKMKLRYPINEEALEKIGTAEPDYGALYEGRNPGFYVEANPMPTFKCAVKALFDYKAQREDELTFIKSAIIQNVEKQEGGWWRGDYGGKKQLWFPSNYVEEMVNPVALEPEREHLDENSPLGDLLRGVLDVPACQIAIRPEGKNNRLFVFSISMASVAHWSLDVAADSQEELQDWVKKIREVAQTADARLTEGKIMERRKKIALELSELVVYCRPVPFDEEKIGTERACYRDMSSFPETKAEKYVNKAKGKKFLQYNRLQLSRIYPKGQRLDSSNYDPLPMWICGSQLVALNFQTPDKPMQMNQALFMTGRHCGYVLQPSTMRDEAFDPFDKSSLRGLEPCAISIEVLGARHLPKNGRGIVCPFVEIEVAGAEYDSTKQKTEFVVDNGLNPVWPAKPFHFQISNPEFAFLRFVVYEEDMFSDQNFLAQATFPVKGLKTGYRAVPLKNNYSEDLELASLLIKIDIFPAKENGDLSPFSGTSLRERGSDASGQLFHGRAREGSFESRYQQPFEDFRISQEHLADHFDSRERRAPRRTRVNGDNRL
hcDAF12 agonist = H. contortus DAF-12 activation, primary screen; 1.4% of 370,000 active; activation, % at 6.8 µM; HEK293 hcDAF-12 lit1-tk-luc reporter, luminescence; 0% DMSO, 100% Δ7-dafachronic acid;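 active = activation above the mean of all tested compounds plus 3 SD, cut at about 5.5% in these data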;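 note: 100% = response to 3 µM Δ7-dafachronic acid high control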
GAA850 FXN act = activators of GAA850 frataxin (FXN) promoter; 0.56% of 360,000 active; AID 540364; HEK293 lucGAA850 FXN promoter luciferase reporter, 24 h; percent of 10 µM SAHA response; activation, % at 6 µM;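 active = activation above the average of all compounds screened plus 3 SD, cutoff fixed separately per campaign, cut at about 7.5% in these data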;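 note: 0% = DMSO wells and 100% = 10 µM SAHA wells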
ADAM17 inh = inhibits human ADAM17 | P78536 | recombinant ADAM17, EDANS/DABCYL FRET peptide cleavage | inhibition, % at 6.95 µM | 0.83% of 370,000 active | AID 720648;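 active = inhibition above the mean of compounds lying between control limits plus 3 SD, set per campaign, cut at about 8.5% in these data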;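 note: 0% = DMSO-only wells as the low control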
HGIII-sPLA2 inh = Inhibits HGIII-sPLA2 liposome hydrolysis, primary screen; Q9NZ20; QFRET BODIPY PC-A2 liposome hydrolysis, fluorescence; inhibition, % at 12.2 µM; 0.56% of 370,000 active;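 active = inhibition above mean plus 3 SD of compounds lying within the high and low control bounds, cut at about 19% in these data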;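 note: 0% = median of test compound wells and 100% = no enzyme DMSO wells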
hgDAF-12 ag = hgDAF-12 agonism, primary luciferase screen. HEK293 GAL4-hgDAF12 UAS-luciferase reporter, agonist luminescence; normalized to butyrate control. 1.8% of 370,000 active. AID 687014. activation, % at 6.8 µM;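 active = activation above a cutoff set at the mean of all screened compounds plus 3 SD, cut at about 10% in these data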;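 note: 0% = DMSO wells and 100% = sodium butyrate wells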
ADAM10 inh = inhibitors of human ADAM10; 0.62% of 370,000 active; inhibition, % at 7 µM; recombinant ADAM10, EDANS/DABCYL FRET peptide cleavage, 3 h; O14672;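 active = inhibition above a per-campaign cutoff equal to the mean of compounds falling between control-based bounds plus 3 SD, cut at about 20% in these data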;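 note: 0% = DMSO wells while the 100% control is not disclosed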
DAX1 inh-1 = inhibitors of DAX1 repression of SF-1 activated StAR promoter | inhibition, % at 6.8 µM | HEK293T StAR-luciferase reporter, SF-1/DAX-1 repression relief | 1.1% of 370,000 active | AID 652010;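 active = inhibition above the mean over all tested compounds plus 3 SD, cut at about 3.6% in these data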;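 note: 0% = DAX-1 cells with DMSO and 100% = cells lacking DAX-1 with DMSO; higher inhibition means more luminescence from relief of DAX-1 repression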
DAX1 inh-2 = inhibitors of human orphan nuclear receptor DAX1 (NR0B1); P51843; inhibition, % at 6.75 µM; AID 504766; HEK293 Gal4-DAX1 luciferase reporter, luminescence; 0.99% of 340,000 active;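 active = inhibition above the mean over all tested compounds plus 3 SD, cut at about 4.2% in these data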;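 note: 0% = DAX1-transfected cells with DMSO and 100% = empty-vector control cells with DMSO; inhibition shows as a rise in luminescence from relieved DAX1 repression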
ssDAF12 agonist = activators of S. stercoralis DAF-12 nuclear receptor. AID 652126. HEK293 ssDAF-12/GRIP1 lit1-tk-luc reporter, luminescence; % of 3 µM dafachronic acid response. 1% of 370,000 active. activation, % at 6.8 µM;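 active = activation above the mean over all tested compounds plus 3 SD, cut at about 0.9% in these data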;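 note: 0% = DMSO-only wells and 100% = 3 µM delta7-dafachronic acid wells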
Numbers without * were called inactive; / = no result given; & = joins results of further samples.

SMILES	PLC-beta3 inh	PLCg1 inh	hcDAF12 agonist	GAA850 FXN act	ADAM17 inh	HGIII-sPLA2 inh	hgDAF-12 ag	ADAM10 inh	DAX1 inh-1	DAX1 inh-2	ssDAF12 agonist
Oc1ccccc1C=Nn1c(-c2ccccc2F)n[nH]c1=S	-9	-7	-0.4	/	-3	11	2.3	2	0.4	/	-0.4
CC(C)Sc1nc2ccsc2c(=O)[nH]1	-1	1	0.1	0.0	-4	-2	1.5	-2	-0.1	0.1	-0.3
Cn1c(Sc2nc3ccccc3n2C)nc2ccccc21	1	1	2.5	1.0	-1	-4	-0.7	-6	-0.8	-1.6	-0.7
O=C(Nc1ccccc1F)C1C2C=CC3(O2)C1C(=O)N(c1cccnc1)C3C(=O)NC1CCCCC1 (centres undefined)	3	1	-0.6	-3.3	-1	-1	-0.2	4	-0.3	-0.4	-0.9
CCSc1ccccc1C(=O)N1CCC2(CC1)CC(=O)c1ccccc1O2	-21	-6	-1.2	-1.2	-15	1	0.5	-53	-3.2	0.1	-1.4
CC(C)NC(=O)C1C(c2ccc(C(F)(F)F)cc2)=Nc2ccccc2N1C(=O)c1cccc(C(F)(F)F)c1 (centres undefined)	-152	-104	0.9	/	3	-3	5.4	-6	-0.4	/	-0.3
Cc1ccc(/C=N/Nc2nncn2N)cc1	2	11*	-3.4	0.1	2	-4	-9.7	7	-1.7	-2.6	-1.7
COc1cc(NC(=O)C2CCCN(S(=O)(=O)c3cnc[nH]3)C2)cc(OC)c1 (centres undefined)	2	4	-0.4	0.1	-3	-7	-0.8	-19	-0.9	1.4	-0.7
COc1ccc(NC(=O)CSc2nc(-c3ccc(C)cc3)cc(C(F)(F)F)c2C#N)cc1	-17	-7	3.2	2.8	-4	3	3.2	-6	-0.4	1.5	-0.4
Cc1ccc(S(=O)(=O)c2cc3ccccc3oc2=O)cc1	-4	-4	-1.2	1.3	-4	4	-2.3	-17	0.7	-1.0	-0.9
CCCCOC(=O)C1C2CCC(O2)C1C(=O)OCC (centres undefined)	6	1	1.5	1.4	0	3	-0.3	-17	1.4	0.5	-1.1
Cc1ccc(S(=O)(=O)Nc2nc3ccccc3s2)cc1[N+](=O)[O-]	-2	-3	2.4	0.2	-1	-39	1.2	6	-0.5	5.1*	-0.1
CCOC(=O)Cc1csc(NC(=O)CSc2nc3sc(C(=O)O)c(C)c3c(=O)[nH]2)n1	3	2	-1.7	1.5	1	1	-2.4	1	0.0	-0.3	-1.4
Cc1ccc(NC(=O)C2CCCN2S(=O)(=O)c2cccnc2)c(C)c1 (centres undefined)	-2	-3	-2.2	/	-3	8	1.3	-9	-0.1	/	0.5
Cc1ccc(S(=O)(=O)N2CCCC(C(=O)N3CCN(c4ccccc4)CC3)C2)cc1 (centres undefined)	-7	1	-3.0	-1.4	-4	-1	-8.4	-15	-4.7	-0.8	-1.5
O=C(O)CCSc1nc(C(F)(F)F)cc(=O)n1-c1ccccc1	-2	2	-0.3	1.3	-4	2	-1.6	-11	0.4	5.7*	-1.1
COCCN1CN=C(Nc2nc3ccccc3o2)NC1	1	-3	0.3	3.9	-7	1	5.0	4	0.9	0.9	-0.8
COc1ccc(C2SCCN2S(=O)(=O)c2ccccc2)cc1 (centres undefined)	0	2	-2.2	0.4	2	4	-1.7	-15	0.1	0.6	-1.8
Cc1c(-n2c(=S)[nH]c3ccccc3c2=O)c(=O)n(-c2ccccc2)n1C	1	0	0.7	-1.7	0	5	1.2	-3	-0.2	2.0	-1.4
Cc1ccc(CNC(=O)CN(Cc2ccccc2)S(C)(=O)=O)cc1	4	-6	-0.1	0.1	-4	5	0.1	-6	-1.1	-1.1	-1.4
COc1ccccc1Cc1c(-c2ccc(F)cc2)nc2cc(C)c(Br)c(C)n12	-11	-7	8.6*	/	-6	0	7.5	-15	0.9	/	1.1*
Cn1c(SCC(=O)Nc2ccccc2Cl)nnc1C1CC1	-7	4	0.6	0.5	-4	11	-2.7	-22	-0.3	-0.3	-0.7
CS(=O)(=O)c1ccc2nc(NC(=O)c3ccc(Cl)nc3)sc2c1	-134	-72	-0.9	0.6	1	-7	10	-2	-0.8	-0.7	-1.4
CCCCCCC(=O)Oc1ccc(N2C(=O)CCC2=O)cc1	3	-3	-0.3	1.9	1	-9	-2.5	3	-0.5	2.6	-1.3
CN(Cc1cc2ccccc2[nH]c1=O)C(=O)C1CCCCC1	-1	0	-1.0	0.2	-7	2	-2.5	-17	0.6	-1.4	-1.2

Sorted by the number under ssDAF12 agonist (low to high): three of the compounds above.
canonical_smiles | ssDAF12 agonist
COCCN1CN=C(Nc2nc3ccccc3o2)NC1 | -0.8
CC(C)Sc1nc2ccsc2c(=O)[nH]1 | -0.3
COc1ccccc1Cc1c(-c2ccc(F)cc2)nc2cc(C)c(Br)c(C)n12 | 1.1*

Continuation.
SMILES	PLC-beta3 inh	PLCg1 inh	hcDAF12 agonist	GAA850 FXN act	ADAM17 inh	HGIII-sPLA2 inh	hgDAF-12 ag	ADAM10 inh	DAX1 inh-1	DAX1 inh-2	ssDAF12 agonist
Cn1c(=O)c(=O)n(C)c2cc(S(=O)(=O)N3CCCCCC3)ccc21	-3	-5	-0.2	-0.3	-6	2	0.3	-10	0.1	0.8	-1.4
CC(C)CN(CC(C)C)C(=O)Nc1ccc(F)cc1F	-5	3	-1.5	-1.6	-2	2	0.1	-5	-0.3	1.0	-2.6
Cc1ccc(C(c2nnnn2CS(=O)(=O)c2ccc(C)cc2)N2CCC(C(N)=O)CC2)cc1 (centres undefined)	2	5	-2.0	-1.1	-1	-5	-1.1	-1	-1.1	-1.0	-1.5
O=C(NCc1ccccc1)c1nnc(CS(=O)(=O)c2ccccc2)o1	0	-1	-0.2	0.3	3	-20	-2.3	-8	-0.3	1.5	-1.5
CC1CCN(C(=O)c2[nH]cnc2C(=O)NCC(=O)OC(C)(C)C)CC1	2	-1	-0.7	1.2	-4	3	-0.1	2	-0.1	0.6	-1.6
NC(Cc1ccccc1)c1csc(Nc2nncc3ccccc23)n1 (centres undefined)	-63	-51	-0.9	1.5	-9	15	2.5	-17	-0.7	/	-1.3
Cc1c(C)n(CC(O)CN2CCCCC2)c2ccccc12 (centres undefined)	-2	-1	-1.8	1.6	-4	8	1.8	-9	-0.3	-0.8	-1.3
CNC(=O)Cn1c(=O)n(C)c2ccccc21	0	0	2.6	2.6	-5	0	-0.6	3	0.2	-1.5	-0.9
O=C(NCc1nc2ccccc2[nH]1)C1=C[C@@H](c2ccc(Br)cc2)C[C@@H](OCCCCO)O1	-3	-2	-1.6	0.8	0	-32	0.7	5	-0.2	0.0	-0.8
OCCN1CCN(CC(O)COc2ccc3ccccc3c2)CC1 (centres undefined)	4&3	2&6	0.5&-1.0	-1.3&-0.9	-1&-3	-3&3	2.1&1.0	2&2	0.6&-0.1	1.6	-0.9&-0.8
CC1(/[N+]([O-])=C\c2ccccc2F)CCCCC1=O (centres undefined)	-8	1	-0.1	0.5	-4	9	-1.7	1	-0.3	-0.1	-1.3
CC(=O)N1CCN(S(=O)(=O)c2ccc(S(=O)(=O)NC3CC3)cc2)CC1	3	2	-0.1	0.9	-2	-1	0.4	1	0.4	0.9	-0.6
CC1=NN(C(N)=S)C(=O)C1N=Nc1ccc(C)c(Br)c1 (centres undefined)	-4	0	6.1*	4.3	-1	2	7.6	5	1.2	2.4	0.1
CC(C)(C)C(=O)/C=C(\N)c1ccncc1	0	0	-1.6	-1.0	-4	4	2.4	-4	-0.3	-0.9	-0.7
Cc1ccc(-c2c(NC(=O)c3cccc(C)c3)nc3ncccn23)cc1	-431	-311	-2.3	/	-106	-3	8.5	-362	-0.8	/	-1.2
O=C(c1ccccc1F)N1CCN(c2ccc([N+](=O)[O-])c3ncccc23)CC1	4	0	-2.5	1.7	0	0	-3.2	7	-1.1	-2.1	-1.7
Cc1cc(Br)cc(Br)c1OCC(=O)NNC(=O)Nc1ccccc1	-6	4	-1.1	-0.7	-7	-17	-1.4	6	-0.1	0.0	-1.7
CCc1nnc(NS(=O)(=O)c2ccc(NC(=O)c3cc(Cl)ccc3Cl)cc2)s1	0	0	0.6	0.1	0	-28	-3.9	12	0.7	1.9	-0.9
Fc1ccc(-c2nc3c(Cl)cc(C(F)(F)F)cn3c2Cc2cccc(F)c2)cc1	-1	-4	0.3	/	0	-5	2.0	3	-0.8	/	-0.5
COc1ccc(OCCOC(=O)c2cccc(-n3cnnn3)c2)cc1	2	0	0.7	-0.1	0	0	5.1	6	0.1	-4.7	-0.8
O=C(NCCCN1CCOCC1)c1cccnc1SCc1ccccc1Cl	0	2	3.9	-0.8	-4	10	-1.8	-9	-0.1	-1.3	0.0
C=CCn1c(C)cc(C2=NNC(=Nc3ccc(C)cc3)SC2)c1C	-4	-5	1.6	2.6	-4	-12	-1.3	-5	0.0	-0.3	-0.3
Cc1nccn1-c1c2c(c(C#N)c3nc4ccccc4n13)CCCC2	-29	-16	-0.6	0.9	-1	3	-1.4	-4	0.3	1.3	-1.4
CCCCCCCC(=O)NN1CCOCC1	4	6	1.0	-0.3	1	-1	1.5	9	-0.7	0.5	-1.0
Cc1nc(C(=O)Nc2cc(F)cc(Cl)c2)sc1C1(C)CC(c2ccccc2)=NO1 (centres undefined)	-11	-4	-3.5	0.2	5	-11	-4.7	16	-1.6	-1.3	-1.6
O=C(Nc1ccc(F)cc1)Nc1ccc([N+](=O)[O-])cn1	-3	6	-1.4	0.9	0	8	3.8	4	-0.8	0.2	-1.9
COc1ccc(C2c3cc(OC)c(OC)cc3CCN2C2CC(=O)N(c3ccccc3)C2=O)cc1OC (centres undefined)	-315	-211	1.3	-2.4	3	-16	-3.0	-16	0.0	-0.3	-0.4
CC(Sc1ccc(Cl)cc1)C(=O)N(C)CC(=O)Nc1ccc(N2CCOCC2)cc1 (centres undefined)	-6	1	-1.5	0.1	-2	1	-2.5	-4	-1.7	0.5	-1.0
CCOc1cc(S(=O)(=O)N2CCC(Cc3ccccc3)CC2)c(OCC)cc1-n1cnnn1	-5	-3	-1.4	4.9	-6	-6	-0.9	-7	-0.2	1.4	-2.1

Given as comma-separated lines: part of the list above.
molecule,PLC-beta3 inh,PLCg1 inh,hcDAF12 agonist,GAA850 FXN act,ADAM17 inh,HGIII-sPLA2 inh,hgDAF-12 ag,ADAM10 inh,DAX1 inh-1,DAX1 inh-2,ssDAF12 agonist
Fc1ccc(-c2nc3c(Cl)cc(C(F)(F)F)cn3c2Cc2cccc(F)c2)cc1,-1,-4,0.3,/,0,-5,2.0,3,-0.8,/,-0.5
COc1ccc(OCCOC(=O)c2cccc(-n3cnnn3)c2)cc1,2,0,0.7,-0.1,0,0,5.1,6,0.1,-4.7,-0.8

As a short view, some entries already given:
SMILES	PLC-beta3 inh	PLCg1 inh	hcDAF12 agonist	GAA850 FXN act	ADAM17 inh	HGIII-sPLA2 inh	hgDAF-12 ag	ADAM10 inh	DAX1 inh-1	DAX1 inh-2	ssDAF12 agonist
CC(=O)N1CCN(S(=O)(=O)c2ccc(S(=O)(=O)NC3CC3)cc2)CC1	3	2	-0.1	0.9	-2	-1	0.4	1	0.4	0.9	-0.6
CC1=NN(C(N)=S)C(=O)C1N=Nc1ccc(C)c(Br)c1 (centres undefined)	-4	0	6.1*	4.3	-1	2	7.6	5	1.2	2.4	0.1

High-throughput results from PubChem BioAssay.

This is a random part of the collection; any-hit rate near 6.9%.
